Compound activity: PubChem, several laboratories
M1AAP inhibition = malaria alanyl aminopeptidase activity blockers – biochemical, fluorogenic H-Leu-NHMec substrate, 1536-well (AID 1445) | recombinant M1AAP, H-Leu-NHMec fluorogenic kinetic assay; higher % means a stronger effect | one-dose inhibition, % at 30 µM; IC50 in µM for titrated hits | actives 0.42% (n = 220,000);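 active = primary inhibition above the hit cutoff, then over 50% inhibition at one or more dose response concentrations, cut at about 23% in these data, passing the limit was not always enough; inconclusive = conflicting primary data, or primary hits not chosen for dose response; inactive = low primary inhibition, or under 50% at every dose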;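 note: plate controls were DMSO full reaction for no effect and no enzyme background for full effect; strong numbers were not always called active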
XIAP antagonists = XIAP antagonists, biochemical, IAP family, fluorescence polarization (AID 1018). one-dose displacement, % at 20 µM; IC50 in µM for titrated hits. XIAP BIR domain, fluorescence polarization peptide displacement; higher % means a stronger effect. actives 0.007% (n = 200,000); in the data active = displacement above about 50%; note: a part of the inactive calls stands beside numbers as strong as those of hits
P. falciparum M17LAP = P. falciparum M17LAP inhibitors, primary screen, biochemical, fluorogenic H-Leu-NHMec substrate, 1536-well (AID 1619); recombinant M17LAP, H-Leu-NHMec fluorogenic kinetic assay; higher % means a stronger effect; inhibition, % at 30 µM, or IC50 in µM where a hit was titrated; actives 0.38% (n = 220,000);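 active = compound inhibiting the enzyme by more than half at any dose during confirmatory dose-response retesting; inconclusive = strong single-dose inhibitors picked by rank but not retested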;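 note: plate controls were full reaction with DMSO carrier for no effect and no enzyme background for full effect; strong numbers were not always called active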
CSM14.1 death rescue = protection against thapsigargin-triggered cell killing – 384-well, CSM14.1, ATP luminescence, primary screen (AID 1222) | CSM14.1 thapsigargin-induced death rescue, ATP luminescence; higher % means a stronger effect | cellular ATP content (survival), % at 20 µM, or EC50 in µM where a hit was titrated | 190,000 tested, under 10 active;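 active = EC50 below 50 µM in the dose-response confirmation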;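 note: death triggered by thapsigargin at about 15 µM added after 2 h compound pretreatment; cell ATP read after overnight thapsigargin exposure of roughly 18 to 22 hours; normalized against plate controls of thapsigargin alone and 5% DMSO vehicle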
TNAP activation fold = human TNAP enzyme activators, primary screen, biochemical, luminescent, no phosphate acceptor, uHTS (AID 1001); purified TNAP, luminescent activation assay, no phosphate acceptor; higher activation fold means a stronger effect; one-dose activation fold at 20 µM; EC50 in µM for titrated hits; actives 0.03% (n = 200,000); in the data active = activation fold from about 3, or a potency from the dose series; inactive = the rest, 99 in 100 with activation fold below about 1.6; note: many of its hits are not listed in these tables
LYP phosphatase = inhibitors of LYP phosphatase, biochemical, fluorescence intensity, uHTS (AID 1779) | actives 0.054% (n = 290,000) | one-dose inhibition, % at 11.5 µM; IC50 in µM for titrated hits | recombinant LYP phosphatase, fluorescence intensity; higher % means a stronger effect;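 note: plate controls were vehicle with enzyme for no effect and no enzyme for full effect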
PMI inhibition = human PMI inhibitors, high substrate, primary screen, biochemical, fluorescence intensity, high mannose 6-phosphate (AID 1220). actives 0.66% (n = 190,000). inhibition, % at 20 µM; hits with a dose series show IC50 in µM. recombinant PMI enzyme, coupled fluorescence intensity; higher % means a stronger effect
PMI inhibitors = inhibitors of human PMI, primary screen, biochemical, fluorescence intensity, coupled assay (AID 1209) | actives 0.42% (n = 190,000) | purified PMI enzyme, coupled fluorescence intensity; higher % means a stronger effect | one-dose inhibition, % at 20 µM; IC50 in µM for titrated hits;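 note: plate controls were DMSO vehicle for no effect and wells lacking substrate for full effect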
Myeloid diff MLP = myeloid differentiation induction; ER-HoxA9 myeloid progenitors, lysozyme-GFP differentiation, flow cytometry; calls only at 10 µM; actives 1% (n = 360,000);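 active = normalized GFP-positive differentiation at or above the plate's own cutoff, the solvent-only control mean plus 3 SD; inconclusive = no clear call, values can overlap the other calls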;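 note: cells exposed to compound for four days before flow analysis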
Myeloid diff MLP GFP+ MAC1+ % = further read-out of Myeloid diff MLP, marked with its call; GFP+ MAC1+ double positive, %; measured here: differentiation confirmed by MAC1 staining
* hit, by the source's call; i = inactive; ? = inconclusive; / = not tested or not shown; & = joins results of further samples. Cut-off read from the data, not from the text of the source, unless noted: active = inhibition above about 50%; inactive = the rest. The order is random. Share with any hit: about 2.7%.

SMILES | M1AAP inhibition | XIAP antagonists | P. falciparum M17LAP | CSM14.1 death rescue | TNAP activation fold | LYP phosphatase | PMI inhibition | PMI inhibitors | Myeloid diff MLP | Myeloid diff MLP GFP+ MAC1+ %
O=C(/C=C/c1ccccc1Cl)N1CCN(c2ncccn2)CC1 | 0% | -0.7% | 3% | -2.7% | 1 | -8% | -1% | 0% | i | 0.2
Cc1sc(Cc2nc(O)cs2)nc1-c1ccccc1 | 9% | -5.3% | 2% | / | 1.5 | 2% | -18% | -3% | i | 0.7
CCNc1ccc(C(=O)OCC(=O)N2c3ccccc3NC(=O)C2(C)C)cc1[N+](=O)[O-] | 9% | -3.8% | 6% | -3.6% | 1 | -2% | 13% | 11% | i | 0.4
O=c1c2c(nc3cc(-c4cccc(F)c4)[nH]n13)CCC2 | 0% | -1.9% | 2% | -0.6% | 1 | -8% | 2% | 7% | i | 0.3
CN1c2ccc(Cl)cc2C(=O)NC1c1ccc([N+](=O)[O-])s1 (stereo not drawn) | 3% | / | 10% | / | / | -6% | / | / | i | 0.1
CC(C)C(c1nnnn1Cc1ccccc1)N1CCc2ccccc2C1 (stereo not drawn) | 4% | -6.7% | 0% | 2.6% | 1.1 | -8% | -63% | -28% | i | 0.9
Cc1ncoc1C(=O)N1CCCC(C(=O)c2cccc(C(F)(F)F)c2)C1 (stereo not drawn) | 2% | -0.7% | 3% | 2.5% | 1.1 | -6% | -6% | 0% | i | 0.3
COc1cccc(CNC(=O)CCC2CCCN(C(=O)c3cc(C)on3)C2)c1 (stereo not drawn) | -1% | -6.8% | 13% | -0.9% | 1.1 | 0% | -1% | -2% | i | 0.3
CCOc1ccc(N2C(=O)/C(=C/c3cccs3)N(CC(=O)OC)C2=S)cc1 | 2% | -5.8% | 2% | 3.9% | 1 | -2% | 8% | 11% | i | 5.4
Cc1ccccc1NC(=O)CSC1=NCCN1 | 12% | -7.1% | 10% | 2.0% | 1.1 | -8% | 0% | 4% | i | 0.3
O=C(CSc1ccc(Cl)cc1)Nc1ccc(NC(=O)c2ccco2)cc1 | 16% | -0.7% | 10% | -0.4% | 1.2 | -1% | 16% | 21% | i | 6.7
O=C(COC(=O)C1CCN(S(=O)(=O)c2ccc3c(c2)OCCO3)CC1)Nc1cccc2ccccc12 | 10% | -1.5% | 8% | -4.6% | 1.4 | 7% | 14% | 20% | i | 0.6
OC(COc1cccc2ccccc12)CN1CCCC1 (stereo not drawn) | 9% | -2.7% | 2% | -0.5% | 1.2 | -4% | 18% | 3% | i | 1.2
Cc1ccc(CN(C)C(=O)C2CCCN2C(=O)c2cccs2)o1 (stereo not drawn) | 7% | -2.4% | 9% | -3.1% | 1.1 | -4% | 8% | 4% | i | 0.0
O=C(Nc1ccc([N+](=O)[O-])cc1)C1CC12CCC2 (stereo not drawn) | 10% | -8.1% | 3% | -2.7% | 1.1 | 0% | -5% | -8% | i | 0.1
COC(=O)c1ccc(C)c(NC(=O)CN(c2cc(OC)ccc2OC)S(C)(=O)=O)c1 | 11% | -4.4% | 0% | -0.3% | 1.2 | -3% | 2% | 4% | i | 8.0
CCOc1ccc(N2C(=O)CC(N3CCN(C4CCc5ccccc5C4)CC3)C2=O)cc1 (stereo not drawn) | 4% | -1.9% | 1% | 0.4% | 1.1 | 1% | 14% | 5% | i | 0.3
Cc1cccc(N=C2NC(=O)/C(=C/c3cccnc3)S2)c1C | 22% | / | 21% | / | / | 3% | / | / | i | 0.5
O=C(CSc1nnc(COc2ccc(Cl)cc2)o1)N1CCOCC1 | 3% | -8.3% | 0% | -1.4% | 1 | -6% | -20% | -21% | i | 1.8
Cc1nn(-c2ccccc2)c2c1C1(C(=O)N(C)c3ccccc31)C(C#N)=C(N)O2 (stereo not drawn) | 12% | -4.7% | -1% | 0.3% | 1.1 | 1% | 22% | 24% | i | 1.6

Taken from above:
M1AAP inhibition with `Cc1ncoc1C(=O)N1CCCC(C(=O)c2cccc(C(F)(F)F)c2)C1` (stereo not drawn) → 2%
PMI inhibitors with `O=C(/C=C/c1ccccc1Cl)N1CCN(c2ncccn2)CC1` → 0%
PMI inhibitors with `CCOc1ccc(N2C(=O)/C(=C/c3cccs3)N(CC(=O)OC)C2=S)cc1` → 11%

(cont.)
SMILES | M1AAP inhibition | XIAP antagonists | P. falciparum M17LAP | CSM14.1 death rescue | TNAP activation fold | LYP phosphatase | PMI inhibition | PMI inhibitors | Myeloid diff MLP | Myeloid diff MLP GFP+ MAC1+ %
O=C(N/N=C/c1ccc2cccc(OCc3ccccc3)c2n1)c1ccc(Br)cc1 | 8% | -4.4% | 10% | -1.2% | 1 | 8% | 6% | 12% | i | 0.3
Cc1cccc(NC(c2ccc(O)cc2)c2ccc3ccc(C)nc3c2O)n1 (stereo not drawn) | -6% | -7.8% | 4% | -0.3% | 0.8 | -2% | 9% | 8% | i | 2.2
CCOC(=O)C(=NCC1CCCO1)NNc1cc(Cl)ccc1Cl (stereo not drawn) | 5% | / | 6% | / | / | -1% | / | / | i | 0.6
Cn1nnc2cc(C(=O)Nc3cccnc3)ccc21 | 2% | -1.6% | 16% | -3.9% | 1.1 | -5% | 1% | 5% | i | 0.8
CC(C)(C)NCC(O)Cn1cc(C=O)c2ccccc21 (stereo not drawn) | 1% | -3.4% | 1% | 0.2% | 1 | -7% | 2% | -16% | i | 3.4
O=[N+]([O-])c1ccc(O)c(/C=N/NC(=S)Nc2ccc(Cl)cc2Cl)c1 | 8% | / | 5% | / | / | 4% | / | / | i | 0.7
O=C(c1ccc(Cl)cc1)N(Cc1cccs1)C1CCS(=O)(=O)C1 (stereo not drawn) | 4% | -5.6% | 7% | / | 1 | -4% | 12% | 10% | i | 0.7
Cc1cc(C)c2nc(-c3cccnc3)cc(C(=O)NC(C)c3cnn(C)c3C)c2c1 (stereo not drawn) | 4% | -3.7% | -10% | 0.0% | 1.1 | -12% | 1% | 1% | i | 0.8
O=c1cc(CCl)[nH]c2nc3ccccc3n12 | 11% | / | -20% | / | / | 2% | / | / | i | 0.0
COC(=O)C1CCN(c2ccc(Cl)nn2)CC1 | -2% | 0.9% | -4% | -1.8% | 1.2 | -7% | 4% | 5% | i | 0.2
COC(=O)c1ccc(OC(=O)c2ccc(OC)cc2)c(OC)c1 | -1% | -7.3% | 1% | -1.5% | 1.1 | -2% | 7% | 5% | i | 0.4
Cc1ccccc1N=Nc1c(C)[nH]n(C(N)=S)c1=O | 16% | -3.5% | 1% | -2.3% | 1.1 | -3% | 13% | 4% | i | 0.4
C/C(N)=C(/C#N)C(=O)COC(=O)COc1ccc(Cl)cc1 | 2% | 0.0% | 6% | -3.1% | 1.2 | -2% | 7% | 14% | i | 0.8&0.0
COC(=O)[C@@H]1C[C@@]2(O)[C@H](O)[C@H](O)[C@H](O)C[C@H]2N1Cc1ccc(C(F)(F)F)cc1 | -9% | / | -13% | / | / | -9% | / | / | i | 0.8
CCN1CCN(C(=S)NCCOC)CC1 | 0% | -2.9% | -2% | -0.3% | 1.1 | -8% | 12% | 9% | i | 0.6
CCN(C(=O)Cn1c(=O)n2nc(CCn3nc(C)cc3C)nc2c2ccccc21)c1cccc(C)c1 | 5% | -6.6% | 1% | -0.9% | 1 | 2% | 5% | 3% | i | 6.6
COc1ccc(/C=N/NC(=O)Cc2cc(OC)c(OC)cc2[N+](=O)[O-])cc1 | 4% | 1.3% | 3% | 1.2% | 1.1 | 5% | 7% | 15% | i | 0.9
COc1ccc(C=NCC2COc3ccccc3O2)cc1OC (stereo not drawn) | 8% | -1.4% | -3% | 0.2% | 1.1 | -1% | -9% | -6% | i | 1.1
N#C/C(=C(/O)COC(=O)c1cccnc1Cl)c1nc2ccccc2[nH]1 | -2% | -3.0% | 12% | -0.5% | 1.2 | 4% | 27% | 3% | i | 0.2
CNNC(=S)Nc1cccc(C(F)(F)F)c1 | 1% | / | 2% | / | / | -5% | / | / | i | 0.5

A draw from above in order of formula weight, lowest first:
SMILES | M1AAP inhibition | XIAP antagonists | P. falciparum M17LAP | CSM14.1 death rescue | TNAP activation fold | LYP phosphatase | PMI inhibition | PMI inhibitors | Myeloid diff MLP | Myeloid diff MLP GFP+ MAC1+ %
C/C(N)=C(/C#N)C(=O)COC(=O)COc1ccc(Cl)cc1 | 2% | 0.0% | 6% | -3.1% | 1.2 | -2% | 7% | 14% | i | 0.8&0.0
O=[N+]([O-])c1ccc(O)c(/C=N/NC(=S)Nc2ccc(Cl)cc2Cl)c1 | 8% | / | 5% | / | / | 4% | / | / | i | 0.7
COC(=O)[C@@H]1C[C@@]2(O)[C@H](O)[C@H](O)[C@H](O)C[C@H]2N1Cc1ccc(C(F)(F)F)cc1 | -9% | / | -13% | / | / | -9% | / | / | i | 0.8

Next structures.
SMILES | M1AAP inhibition | XIAP antagonists | P. falciparum M17LAP | CSM14.1 death rescue | TNAP activation fold | LYP phosphatase | PMI inhibition | PMI inhibitors | Myeloid diff MLP | Myeloid diff MLP GFP+ MAC1+ %
c1ccc(-c2csc(N3CCSCC3)n2)cc1 | -1% | -7.7% | 0% | -1.0% | 1.2 | -2% | -7% | -10% | i | 0.2
O=C(CN(Cc1ccco1)C(=O)CNS(=O)(=O)c1ccc(Cl)cc1)NC1CCCCC1 | 5% | -6.5% | 0% | -1.2% | 1.1 | -1% | -4% | -5% | i | 1.2
COc1ccc(N2C3=C(C(=O)CC(C)(C)C3)C(c3cnn(C)c3)C3=C2CC(C)(C)CC3=O)cc1 | 7% | / | -97% | / | / | -12% | / | / | i | 0.6
Cc1noc(C)c1CSc1nnc2scc(-c3ccccc3)n12 | 2% | -0.4% | 2% | 0.6% | 1.1 | -4% | 40% | 11% | i | 0.7
CCOC(=O)c1ccc2c(c1)NC(=O)C(N1CCN(c3ccc(OC)cc3)CC1)S2 (stereo not drawn) | 5% | -3.4% | -5% | / | 0.9 | 1% | 0% | -4% | i | 2.1
O=C(COC(=O)c1ccc2c(=O)n3c(nc2c1)CCC3)Nc1ccccc1F | 0% | -5.2% | 10% | 0.4% | 1.1 | -9% | 8% | 12% | ? | /
O=C1/C(=C/c2ccsc2)N2CCC1CC2 | -1% | / | -2% | / | / | -6% | / | / | i | 0.6
CCOc1cccc(NC(=O)CSc2nc(C)c3c(c2C#N)CCCC3)c1 | 14% | -2.5% | 0% | -0.2% | 1.1 | -5% | -7% | -3% | i | 0.9
CC(C)(C)NC(=O)CSC(=Nc1ccccc1F)NC#N | 4% | -6.8% | 1% | -3.6% | 1.1 | -5% | 10% | 16% | i | 0.9
NNC(=O)c1csc(COc2cc(Cl)cc(Cl)c2)n1 | -1% | / | -7% | / | / | -2% | / | / | i | 1.8
N#CCN1CCN(CC(=O)Nc2cccc3ccccc23)CC1 | 3% | -4.2% | 8% | -0.3% | 1.1 | -6% | -2% | 1% | i | 0.3
